PDI turbidity – PDI (human) enzyme inhibition | AID 588391 | 350,000 compounds, 0.052% hits | inhibition, % at 10 µM | PDI insulin aggregation turbidity, A650, 90 min;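 active = mean inhibition across replicates of 30% or more, whatever share of single replicates reach that level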;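 also: absorbance from insulin aggregation driven by PDI reduction with DTT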
Target sequence (P07237 whole entry, looked up): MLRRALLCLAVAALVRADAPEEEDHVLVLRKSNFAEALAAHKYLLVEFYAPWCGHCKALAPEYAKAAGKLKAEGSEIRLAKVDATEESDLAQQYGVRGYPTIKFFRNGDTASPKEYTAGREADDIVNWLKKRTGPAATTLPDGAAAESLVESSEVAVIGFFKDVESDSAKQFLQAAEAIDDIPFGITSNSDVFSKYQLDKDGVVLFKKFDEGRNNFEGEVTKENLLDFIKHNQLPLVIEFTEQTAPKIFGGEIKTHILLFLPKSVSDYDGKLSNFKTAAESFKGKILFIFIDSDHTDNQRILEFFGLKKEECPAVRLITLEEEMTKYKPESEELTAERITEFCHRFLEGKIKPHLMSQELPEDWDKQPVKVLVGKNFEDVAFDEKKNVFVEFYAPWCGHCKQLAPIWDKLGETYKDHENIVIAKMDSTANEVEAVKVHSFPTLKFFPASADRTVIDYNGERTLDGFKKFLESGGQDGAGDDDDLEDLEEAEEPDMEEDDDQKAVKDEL
Exocytosis inh – lytic granule exocytosis inhibition. 360,000 compounds, 0.66% hits. AID 651702. TALL-104 LAMP-1 surface exposure, flow cytometry; cells stimulated with thapsigargin and PMA. inhibition, % at 10 µM;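 active = inhibition above about 55%, limit read from the data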
H9c2 protect – modulators protecting cardiomyocytes from myocardial damage. H9c2 cardiomyocytes, H2O2 injury protection, ATPLite, 2 h. protection from H2O2 cell death, % at 20 µM. 360,000 compounds, 0.63% hits;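 active = compounds giving at least 50% protection of heart cells from peroxide-induced death in the single-dose screen, raw or plate-pattern-corrected value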;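 also: 0% = DMSO wells with peroxide and 100% = DMSO wells without peroxide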
aDG glyco act – increases alpha dystroglycan glycosylation; Pro5-aDG cells, alpha-DG glycosylation AlphaScreen (IIH6); 0% Pro5, 100% B10-LARGE cell signal; activation, % at 10 µM; 360,000 compounds, 0.22% hits; AID 624168;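 active = activation of at least 8% versus controls, or a plate z-score of at least 8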;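 also: Pro5 are CHO cells carrying HIG-tagged alpha-DG that lacks glycosylation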
ABCB6 inh MLPCN – human ABCB6 transporter inhibition; K562-ABCB6 porphyrin accumulation, flow cytometry, 1 h; hits give low values; fluorescence ratio to DMSO, % at 10 µM; 360,000 compounds, 0.19% hits;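 active = fluorescence ratio to DMSO below 75%, the collection mean minus 3 SD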;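 also: signal is porphyrin accumulated inside mitochondria; 100% equals median channel fluorescence of DMSO control wells; lower ratio means ABCB6 inhibition with less porphyrin fluorescence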
HTR2A ag – agonists of mouse serotonin 5-HT2A receptor (HTR2A) | P35363 | CHO-K1 mHTR2A beta-arrestin complementation, luminescence; percent of 30 µM serotonin response | activation, % at 7.6 µM | 360,000 compounds, 0.66% hits;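 active = activation above a run cutoff, the mean activation of all tested compounds plus 3 SD, cut at about 14% in these data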;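 also: 0% = plate median of compound wells and 100% = 30 µM serotonin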
Target sequence (P35363 whole entry, looked up): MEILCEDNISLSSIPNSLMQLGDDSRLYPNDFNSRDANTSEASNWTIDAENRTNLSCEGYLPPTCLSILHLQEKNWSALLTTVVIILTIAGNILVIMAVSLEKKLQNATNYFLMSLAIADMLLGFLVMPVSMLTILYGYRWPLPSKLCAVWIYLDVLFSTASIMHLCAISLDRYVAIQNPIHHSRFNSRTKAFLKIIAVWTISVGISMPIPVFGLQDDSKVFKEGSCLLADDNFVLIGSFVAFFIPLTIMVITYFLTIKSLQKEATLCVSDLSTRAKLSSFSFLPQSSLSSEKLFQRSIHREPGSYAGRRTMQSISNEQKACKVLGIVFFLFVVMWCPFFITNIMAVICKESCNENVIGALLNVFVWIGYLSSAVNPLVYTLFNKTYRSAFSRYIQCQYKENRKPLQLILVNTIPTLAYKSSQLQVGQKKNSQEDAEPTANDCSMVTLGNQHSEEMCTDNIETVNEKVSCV
N-glyco inh – N-linked glycosylation inhibition; D54 ERlucT glycosylation luciferase reporter, 24 h; percent of 100 nM tunicamycin response; reporter increase, % at 12.5 µM; 360,000 compounds, 0.23% hits;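 active = mean luciferase reporter signal, scaled so untreated is 0 and the glycosylation-blocking control 100, at or above a set limit in every replicate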;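 also: luciferase carries N-glycosylation sites so blocking glycosylation raises the light; 0% = median of neutral control wells and 100% = median of 100 nM tunicamycin wells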
CaV13 FRET inh – Primary screen for inhibitors of IQ motif and Ca2+-dependent inactivation inhibitor domain binding in CACNA1D, Förster resonance energy transfer in living cells, …; HEK cells, CFP/YFP FRET ICDI-IQ, plate reader, 10 min; percent FRET-ratio fall versus neutral wells; inhibition, % at 12.3 µM; 340,000 compounds, 0.098% hits; AID 743397;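 active = mean replicate inhibition of at least 30% and at least 1% of replicates passing that level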;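 also: 0% = median of the neutral control wells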
Vif inh – inhibitors of HIV Vif. HEK293T cells, Vif self-association by quenched fluorescence, imaging, 24 h. inhibition, % at 7.49 µM. 340,000 compounds, 0.35% hits; in the data active = inhibition above about 50%, passing the limit was not always enough; also: some results filed as inactive read as strong as hits
iPSC survival up – increases survival of single human iPS cells; hiPSC single-cell survival, ATPlite luminescence; 100% = ROCK inhibitor wells, 0% = DMSO; survival enhancement, % at 20 µM; 360,000 compounds, 0.044% hits; in the data active = survival enhancement above about 18%;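 also: cells exposed to compounds for 16 hours before the ATP read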
An asterisk follows results filed as active; / = not tested or not shown. Hits appear at their usual frequency. About 3.1% of those tested had a hit in this group.

Start of the listing, in advance:
SMILES	PDI turbidity	Exocytosis inh	H9c2 protect	aDG glyco act	ABCB6 inh MLPCN	HTR2A ag	N-glyco inh	CaV13 FRET inh	Vif inh	iPSC survival up
CCOC(=O)N1CCC(N(CCOC)C(=S)Nc2cccc(SC)c2)CC1	1	-8	-1	0.9	100	0	0	-3	2	0.1
CCN(CC)CCN(Cc1cc2cc(C)c(C)cc2[nH]c1=O)C(=S)NCc1ccco1	4	2	0	1.0	100	-1	0	1	-5	2.3
Nc1nnc(CC(=O)NCc2ccccc2)s1	-3	1	11	0.0	102	1	0	-5	/	-1.0

Main list, repeating the preview:
SMILES	PDI turbidity	Exocytosis inh	H9c2 protect	aDG glyco act	ABCB6 inh MLPCN	HTR2A ag	N-glyco inh	CaV13 FRET inh	Vif inh	iPSC survival up
CCOC(=O)N1CCC(N(CCOC)C(=S)Nc2cccc(SC)c2)CC1	1	-8	-1	0.9	100	0	0	-3	2	0.1
CCN(CC)CCN(Cc1cc2cc(C)c(C)cc2[nH]c1=O)C(=S)NCc1ccco1	4	2	0	1.0	100	-1	0	1	-5	2.3
Nc1nnc(CC(=O)NCc2ccccc2)s1	-3	1	11	0.0	102	1	0	-5	/	-1.0
CCOCCCNC(=O)C1CC(=O)N(CCc2ccc(C)cc2)C1 (configuration not stated)	3	8	8	0.0	98	-4	0	-4	9	0.9
CCCCN(C)c1c(C)nc2ccc(C(=O)N3CCN(C(C)=O)CC3)cn12	15	11	1	-0.1	105	11	2	-7	-4	-3.4
COCCn1nnnc1C(CC(C)C)N1CCN(c2cccc(OC)c2)CC1 (configuration not stated)	4	4	9	0.1	103	-4	0	-4	-19	0.2
Clc1ccc(/C=C/c2ncc[nH]2)c(Cl)c1	-3	-10	-14	0.0	96	-3	-3	-6	3	-0.6
COC(=O)c1cn(NC(=O)c2cc([N+](=O)[O-])ccc2F)c(=O)c2ccccc12	0	-5	-2	-0.6	100	-1	-1	-2	-10	-0.7
CCN(CC)CCNC(=O)c1[nH]c2ccc(OCc3ccccc3)cc2c1C	0	5	-10	4.4	96	-8	-5	-12	-6	-3.9
COc1ccc(NS(=O)(=O)c2csc(C(=O)Nc3ccccc3)c2)cc1	-6	0	-18	0.4	97	-6	-2	-7	-22	0.9
CC(=O)N1CCCN(C(=O)c2ccc3nc(Cc4ccccc4F)oc3c2)CC1	5	-1	0	0.1	93	6	2	-6	-8	-0.3
CC1CCCCN1C(=O)CSc1nnc2c(n1)[nH]c1ccccc12 (configuration not stated)	11	-3	5	-0.1	95	4	0	-6	-5	1.3
Cc1cc(/C=C2\SC(=S)N(C)C2=O)c(C)n1-c1ccccc1O	0	9	-14	0.3	127	3	-12	-6	-6	-0.8
Cc1ccccc1CN(c1ccc(C(=O)NCC2CCCO2)cc1)S(C)(=O)=O (configuration not stated)	5	6	2	0.0	91	2	-1	-1	5	-0.8
CCOc1ccc(NC(=O)CSc2nnc(C3CC3)n2C)cc1	1	-4	-7	-0.2	98	-2	-1	-4	1	0.7
Cc1ccc(C2NC(=O)CCC2[N+](=O)[O-])cc1 (configuration not stated)	10	2	6	0.1	101	3	1	-4	2	-0.3
CC(=O)N1C[C@H]2CON(C)[C@H]2C[C@H]1c1ccccc1Br	-2	4	17	0.0	99	18*	1	-4	/	-2.7
O=C(Nc1ccc(Br)cn1)c1ccc2nccnc2c1	2	1	-4	0.0	91	2	1	0	3	-1.3
Cc1cc(OCC(=O)Nc2ccc(N3CCN(C(=O)c4ccco4)CC3)cc2)cc(C)c1Cl	2	3	9	0.0	92	2	-9	-8	-13	-0.2
COc1ccc(CCN(C(=O)COc2ccccc2)c2nc(-c3ccccc3)cs2)cc1OC	-4	2	2	0.3	86	4	-7	-3	29	6.1
CCOc1ccc2nc(NCCCNS(=O)(=O)c3ccccc3)c(C#N)cc2c1	-4	0	5	0.9	100	-6	-6	1	1	6.1
Cn1c(=O)[nH]c(=O)c2c1nc(SCC(O)CO)n2CCCc1ccccc1 (configuration not stated)	6	-1	3	0.0	100	7	0	-4	19	-0.1
CCC(Oc1ccc(C)cc1)C(=O)Nc1ccccc1C(=O)N1CCOCC1 (configuration not stated)	-6	1	5	-0.1	101	0	-1	/	16	-0.4
NC(=O)NC(CC(=O)NCCc1ccccn1)c1ccccc1Cl (configuration not stated)	-1	-6	-4	-0.1	92	3	-3	-7	15	-0.5
O=c1c2c3c(sc2nc2n1CCCCC2)C(O)CCC3 (configuration not stated)	5	-4	3	-0.3	103	4	1	-16	0	0.3
SMILES	PDI turbidity	Exocytosis inh	H9c2 protect	aDG glyco act	ABCB6 inh MLPCN	HTR2A ag	N-glyco inh	CaV13 FRET inh	Vif inh	iPSC survival up
O=C(Cn1c(C(F)(F)F)nc2ccccc21)Nc1ccccc1N1CCOCC1	0	-2	15	0.2	94	1	-2	-3	2	-2.7
O=C(CN1CCCCC1)Nc1cc(S(=O)(=O)N2CCOCC2)ccc1N1CCCC1	-3	0	-1	-0.3	91	5	0	-3	24	1.0
COc1ccc(SCCN2CC[C@@H](C)CCC2=O)cc1	-3	3	0	-0.2	104	6	-1	-8	-12	5.7
O=C1CC(c2ccccc2)CC(O)=C1C=Nc1cccc(Cl)c1 (configuration not stated)	1	4	0	0.2	105	4	1	6	5	2.3
O=C(CN(c1ccc(Br)cc1)S(=O)(=O)c1ccc(Cl)c([N+](=O)[O-])c1)NCC1CCCO1 (configuration not stated)	2	6	-13	1.2	100	-3	0	-8	-3	0.4
O=C(Nc1nc2ccccc2s1)c1ccc2sc([C@H]3C[C@H](O)[C@@H](CO)O3)nc2c1	-6	5	26	-0.3	89	1	-4	-5	-8	0.1
C/C(CC(=O)Nc1ccccn1)=N\NC(=O)c1cnccn1	-4	-2	0	-0.1	103	-2	-2	-5	-13	-0.7
CC(C)(C)c1nnc2sc(SCC(=O)c3ccc4c(c3)OCCO4)nn2c1=O	3	11	5	-0.3	99	-5	40*	-2	-2	0.0
CCNC(=O)c1c(O)c2cccc3c2n(c1=O)CC3	-11	0	-12	-0.1	103	6	-1	-7	-2	8.3
O=C(CCCN1CCC(NC(=O)c2ccccc2)CC1)c1ccc(Cl)cc1	2	29	4	0.0	95	-7	2	-5	-4	-0.3
COc1ccc(/C=C/C(=O)Nc2cccc(S(=O)(=O)NC3=NCCCCC3)c2)cc1	-3	-3	-16	1.3	94	5	-5	0	10	-0.5
COc1ccc(C2C3=C(CC(C)(C)CC3=O)Oc3ncn4nc(-c5ccccc5)nc4c32)cc1 (configuration not stated)	-2	-2	22	0.1	98	-1	-1	-12	6	0.2
CC(C)(C)c1ccc(S(=O)(=O)N2CCN(c3ncccn3)CC2)cc1	9	2	-18	0.3	89	0	2	-4	-13	0.7
C=C(C)CNc1cc(S(=O)(=O)N2CCOCC2)ccc1Oc1ccccc1	-2	-5	-12	0.0	98	0	3	-5	6	0.3
COc1cc(C(=O)NCCOc2ccccc2)c(Br)c(OC)c1OC	27	3	7	-0.1	83	-2	5	-3	4	-1.2
Cc1cc(C)c2nc(N3CCN(C)CC3)c(C#N)cc2c1	9	2	-1	-0.1	92	-7	2	-3	-18	21*
COc1cc(CC(=O)N2CCN(C(=O)C3CCCO3)CC2)cc(OC)c1OC (configuration not stated)	-4	14	4	0.1	100	0	1	-5	6	2.5
COc1cc2c(cc1OC)C(c1cccc(Cl)c1)CC(=O)N2 (configuration not stated)	7	22	3	0.0	98	-1	-1	-22	8	0.9
CCOC(=O)Cc1ccc(NC(=O)c2cccc([N+](=O)[O-])c2)cc1	-2	1	-10	0.2	115	-1	-1	-3	1	-0.6
COC(=O)c1c(C)[nH]c(C(=O)CN2C(=O)NC3(CCOc4ccccc43)C2=O)c1C (configuration not stated)	-7	-2	2	-0.1	98	3	2	-5	5	-0.1
O=C(C1CCCN(S(=O)(=O)c2cccc3nonc23)C1)N1CCN(c2ccccc2Cl)CC1 (configuration not stated)	-1	0	10	0.3	96	-2	-2	-2	-16	0.6
COc1ccc2cc(C#N)c(Nc3cccc(F)c3)nc2c1	-5	-4	-3	-0.4	95	0	1	-1	12	-0.4
COc1ccc(COC(=O)c2cc([N+](=O)[O-])ccc2N2CCOCC2)cc1F	10	2	-14	-0.3	94	2	11	-5	16	-0.4
COC(=O)c1sc(S(=O)(=O)NCCCN(C)C)c(C(=O)OC)c1C	2	-2	4	0.0	98	5	-1	6	-1	-0.1
CCCC(=O)NC(=S)Nc1cccc(Cl)c1N1CCCC1	-5	8	-17	0.5	100	6	-1	-7	1	0.3
SMILES	PDI turbidity	Exocytosis inh	H9c2 protect	aDG glyco act	ABCB6 inh MLPCN	HTR2A ag	N-glyco inh	CaV13 FRET inh	Vif inh	iPSC survival up
Cc1ccc(NC(=O)C2=C(O)c3ccccc3N(C)S2(=O)=O)cc1	9	0	-3	0.0	99	-3	2	-4	-7	3.6
COc1ccccc1NC(=S)NCCN1CCOCC1	2	0	1	0.0	101	4	-1	-4	-7	2.0
O=C(O)c1cccc(Cn2c(Cl)c(/C=N/NC(=O)c3ccccc3)sc2=O)c1	-1	1	1	-0.1	101	-4	-2	/	4	1.7
CCOC(=O)[C@H]1[C@H]2COc3ccc(Br)cc3[C@@H]2N2C(=O)CN(Cc3ccc(OC)cc3)C(=O)[C@@]12C	6	20	6	0.0	100	-2	-3	-4	-1	-2.9
Cc1n[nH]c(C)c1CNCc1c(C(=O)N2CCCCCCC2)nc2ccc(Cl)cn12	-8	0	-4	0.0	99	-2	-1	-4	/	-0.2
Cc1cc(=O)oc2ccc(OCc3ccccc3)cc12	4	-2	6	0.0	93	-1	4	-21	6	1.5
CCC(=O)N(C)C[C@@H]1Oc2cc(Br)ccc2S(=O)(=O)N([C@@H](C)CO)C[C@@H]1C	3	-10	2	0.1	101	-3	1	-3	-3	-0.6
COc1cc(OC)c(OC)cc1/C=N/NC(=O)CSc1ccccc1F	13	-2	14	0.1	96	0	-1	-17	-5	0.1
Cc1ccc(-c2cc(C(=O)NCCCn3ccnc3)no2)cc1	-9	-14	-4	0.1	92	4	-1	4	-8	-1.3
Cc1cc(Br)ccc1NC(=O)CN(C)C(=O)CSCc1ccccc1	0	4	-4	0.0	100	-1	-1	-5	-13	-0.4
CN1C(=O)CC2(C)C1=CCc1scnc12 (configuration not stated)	/	-11	-7	0.0	104	-3	1	-11	12	-0.4
Nc1c2c(=O)[nH]c(O)cc2nn1-c1ccccc1	10	25	2	0.4	104	-2	1	-7	-2	0.7
Cc1ccsc1/C=C1/SC(=O)N(CC(=O)N2CCOCC2)C1=O	-3	0	-5	-0.5	113	-4	-1	/	6	5.1
O=C(CN(Cc1ccco1)C(=O)c1ccc(F)cc1F)Nc1ccccc1C(F)(F)F	11	-1	1	-0.1	97	-9	-1	-6	4	0.2
COc1ccc(CNC(=O)CCCN2C(=O)NC3(CCCC3)C2=O)cc1	1	-1	1	-0.1	100	-1	3	-2	-1	-0.2
Cc1coc2c(C)c3oc(=O)c(CCC(=O)N(C)CC(=O)O)c(C)c3cc12	4	13	-6	0.1	113	9	2	-3	26	0.5
CCN1C(=O)c2ccccc2S(=O)(=O)c2ccc(C(=O)N3CCOCC3)cc21	14	4	8	-0.1	96	3	0	-6	/	0.6
O=C(CCNC(=O)c1ccccc1Cl)NCC1CCCO1 (configuration not stated)	1	13	1	-0.1	102	4	2	-7	-4	-0.3
COC(=O)CCC(=O)Nc1ccc(S(=O)(=O)Nc2cc(OC)nc(OC)n2)cc1	2	-6	0	-0.1	101	10	1	-19	9	-0.5
